# E coli WT inh = growth inhibitors of wild type E. coli, primary screen, strain BW25113 wild type, absorbance readout; 20,000 tested, 0.05% active; E. coli BW25113 growth inhibition, OD600; inhibition, % at 10 µM; in the data active means inhibition above about 40%;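 further: bacteria exposed to compound for 20 hours at 37 °C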
#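 Assay system: Bacterial strain in a whole-cell growth screen | Amount: Inoculum from a 1:1000 dilution of a 1.5 h subculture | Detection: Absorbance at 615 nm as a measure of bacterial growth | Timing: 20 h exposure, 37 °C | Buffer or medium: LB plus kanamycin 50 µg/mL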
# Numbers without * were called inactive.
SMILES,E coli WT inh
Cc1onc(-c2ccccc2)c1C(=O)N1CCN(CCc2ccccc2)CC1,1.4
O=C(O)C1CCCN1S(=O)(=O)c1ccc2ccccc2c1 (stereo unspecified),-2.4
CCN(CC)c1ccc(CNc2ccc(Br)cn2)cc1,-6.7
O=C(CCS(=O)(=O)c1cccc2nsnc12)N1CCN(Cc2ccc3c(c2)OCO3)CC1,-1.0
COc1cccc(N2CCN(Cc3nc(N)nc(N4CCCc5ccccc54)n3)CC2)c1,-13.6
CCCOc1ccc(C2/C(=C(/O)c3ccc(F)cc3)C(=O)C(=O)N2CCCN(C)C)cc1 (stereo unspecified),2.4
CCN(Cc1nc2cc(OC)c(OC)cc2c(=O)[nH]1)C(=O)c1ccc(S(=O)(=O)N(C)C)cc1,18.4
COCCOC(=O)c1[nH]c2c(c1C)C(=O)CC(c1ccco1)C2 (stereo unspecified),-1.8
Cc1nc2cc(NC(=O)NCCC3=CCCCC3)ccc2o1,-18.4
CCOc1cc(S(=O)(=O)N(CC)CC)ccc1Br,4.2
CCCCC(=O)NCCNc1nc2c(c(=O)n(C)c(=O)n2C)n1Cc1ccccc1,0.2
O=C(CCC1CCCC1)N1CCN(C(=O)C2CC2)CC1,3.2
Cc1noc(C)c1CSc1nnc2ccc3ccccc3n12,-6.4
COc1ccc(OCc2nc(C#N)c(N3CCN(c4ccc(OC)cc4)CC3)o2)cc1,9.3
COC(=O)c1c(N)nc(C)n1-c1ccc(OC)cc1,4.0
Cc1ccccc1NC(=O)CSCCO,-4.6
O=C(CSc1nc2scc(-c3ccco3)c2c(=O)n1-c1ccccc1)N1CCOCC1,-3.1
N#CCCCCn1c(-c2cncs2)nc2ccccc21,6.1
CC(C)(C)NC(=O)Cn1c(=O)oc2ccc(Cl)cc21,8.4
CC1CN(c2ccc(Oc3ccccc3)cc2)c2nc3c(c(=O)n(CC(N)=O)c(=O)n3C)n2C1 (stereo unspecified),10.0
CCOc1cccc2cc(C(=O)NCc3cccnc3)c(=O)oc12,-12.6
Cn1c(SCC(=O)OCC(=O)c2ccccc2)nnc1-c1cccs1,-16.9
COc1ccc2c(c1)C(C)=CC(C)(C)N2C(=O)CSc1nnc(-c2ccc(C)cc2)o1,-0.2
N#Cc1nc(-c2cccc3ccccc23)oc1N1CCCCC1,-15.3
CCOC(=O)CSC1=Nc2ccccc2C2=NC(CC(=O)NCc3cccs3)C(=O)N12 (stereo unspecified),-2.1

# Ordered by molar mass (low to high): some entries from above.
SMILES,E coli WT inh
Cc1ccccc1NC(=O)CSCCO,-4.6
COC(=O)c1c(N)nc(C)n1-c1ccc(OC)cc1,4.0
O=C(CCC1CCCC1)N1CCN(C(=O)C2CC2)CC1,3.2
N#CCCCCn1c(-c2cncs2)nc2ccccc21,6.1
N#Cc1nc(-c2cccc3ccccc23)oc1N1CCCCC1,-15.3
O=C(O)C1CCCN1S(=O)(=O)c1ccc2ccccc2c1 (stereo unspecified),-2.4
COCCOC(=O)c1[nH]c2c(c1C)C(=O)CC(c1ccco1)C2 (stereo unspecified),-1.8
CCOc1cccc2cc(C(=O)NCc3cccnc3)c(=O)oc12,-12.6
CCN(CC)c1ccc(CNc2ccc(Br)cn2)cc1,-6.7
CCCCC(=O)NCCNc1nc2c(c(=O)n(C)c(=O)n2C)n1Cc1ccccc1,0.2
COc1ccc(OCc2nc(C#N)c(N3CCN(c4ccc(OC)cc4)CC3)o2)cc1,9.3
COc1cccc(N2CCN(Cc3nc(N)nc(N4CCCc5ccccc54)n3)CC2)c1,-13.6
COc1ccc2c(c1)C(C)=CC(C)(C)N2C(=O)CSc1nnc(-c2ccc(C)cc2)o1,-0.2
CCCOc1ccc(C2/C(=C(/O)c3ccc(F)cc3)C(=O)C(=O)N2CCCN(C)C)cc1 (stereo unspecified),2.4
O=C(CSc1nc2scc(-c3ccco3)c2c(=O)n1-c1ccccc1)N1CCOCC1,-3.1
CC1CN(c2ccc(Oc3ccccc3)cc2)c2nc3c(c(=O)n(CC(N)=O)c(=O)n3C)n2C1 (stereo unspecified),10.0
O=C(CCS(=O)(=O)c1cccc2nsnc12)N1CCN(Cc2ccc3c(c2)OCO3)CC1,-1.0

# (next part)
SMILES,E coli WT inh
CCOC(=O)c1[nH]c2ccccc2c1NC(=O)C(CC)CC,2.1
CC1Cc2ccccc2N1C(=O)Cc1cccs1 (stereo unspecified),-0.9
Cc1nc2sc(C(c3cccc(F)c3)N3CCOCC3)c(O)n2n1 (stereo unspecified),-3.7
COc1ccc2cc(C#N)c(SCC(=O)N3CCCC3)nc2c1,6.1
O=c1[nH]c(Nc2ccccc2)cc2ccccc12,-2.7
Cc1nn(C)c(C)c1NC(=O)c1ccc(S(=O)(=O)N(C)C)cc1,-18.6
COC(=O)Cn1cc(C(=O)c2cccs2)c2ccccc21,2.0
CC(NS(=O)(=O)c1ccc(OCC(=O)N2CCOCC2)c(Cl)c1)c1ccccc1 (stereo unspecified),-4.5
Cc1cc(C)n(-c2nc(NCC3CCCO3)c3c4c(sc3n2)COC(C)(C)C4)n1 (stereo unspecified),-14.1
CC(=O)OC[C@H]1O[C@@H](n2ncc(=O)[nH]c2=O)[C@H](OC(C)=O)[C@@H]1OC(C)=O,5.8
O=C(NC1CCCCC1)C1CCCN1C(=O)NCc1ccccc1 (stereo unspecified),9.5
CC1CCN(CC(=O)Nc2ccccc2C#N)CC1,-14.2
COC(=O)c1[nH]c2ccccc2c1NS(=O)(=O)c1ccc(OC)cc1OC,-0.5
COc1ccc(-c2ccc(-c3noc(-c4ccccc4)n3)c(OC)n2)cc1,-2.6
CS(=O)(=O)N1CCC(C(=O)Nc2ccccc2Sc2ccccc2)CC1,5.0
CNC(=O)c1c(O)c2cccc3c2n(c1=O)CC3,-1.6
Cn1c(=O)n(Cc2ccco2)c(=N)c2c3c(sc21)CCC3,-15.5
COCCn1c(-c2ccco2)nc2nc3ccccc3nc21,-5.2
CCCn1nc(NS(=O)(=O)c2ccccc2)c2cc3ccccc3nc21,-2.4
O=C(CCn1c(=S)[nH]c2ccccc2c1=O)NCC1CCCO1 (stereo unspecified),8.2
O=C(NCc1ccc2c(c1)OCO2)c1ccc(C2SCC(=O)N2Cc2ccco2)cc1 (stereo unspecified),-15.3
COC(=O)c1ccccc1NC(=O)CSc1nnc(-c2ccncc2)o1,-2.1
CC(=O)Nc1nc(=S)ss1,4.8
Cc1cccc(Nc2ccccc2C(=O)O)c1C,9.5
C[C@H](NC(=O)OC(C)(C)C)c1nnc(SCC(N)=O)o1,-16.8

# Exported field by field: entries from further up
O=C(NC1CCCCC1)C1CCCN1C(=O)NCc1ccccc1 (stereo unspecified)
  E coli WT inh: 9.5
CC1CCN(CC(=O)Nc2ccccc2C#N)CC1
  E coli WT inh: -14.2

# (next part)
SMILES,E coli WT inh
CC1=C(C(=O)OC(C)C)C(C2CC=CCC2)NC(=O)N1 (stereo unspecified),2.3
COc1cccc(N2C(=O)N(c3ccccc3Cl)C3CS(=O)(=O)CC32)c1 (stereo unspecified),8.4
Cc1[nH]c2ccccc2c(=O)c1CN1CCCCC1,-2.0
O=C(Nc1cnn(Cc2ccc(F)cc2)c1)c1cnccn1,4.5
O=C(Nc1nnc(CC2=CCCCC2)s1)c1cccs1,-4.5
CCC(NC(C)C)C(O)c1ccc(O)c(O)c1 (stereo unspecified),-2.4
CCC(C)c1ccc(NC(=O)c2cccnc2)cc1 (stereo unspecified),4.5
O=C(O)CCCC(=O)NCCc1cccc(Cl)c1,-22.0
COCCNC(=O)C(c1ccc(C)o1)N(Cc1ccc(OC)cc1)C(=O)Cn1nnc2ccccc21 (stereo unspecified),5.7
CC(C)Oc1ccc(CSc2nnc3n(C)c(=O)c4c5c(sc4n23)CCCC5)cc1,1.7
CCC(c1nnc(SCC(=O)Nc2ccc(C(=O)Nc3ccccc3OC)cc2)o1)N(C)C (stereo unspecified),-6.9
CN1CCN(S(=O)(=O)c2ccc(NC(=O)Cc3cccs3)cc2)CC1,-15.6
Cc1ccc(NC(=O)c2cccc(N3C(=O)CCC3=O)c2)nc1,-15.7
COC(=O)c1cccc(Oc2nc3c(c(=O)n(C)c(=O)n3C)n2C(C)C)c1,7.4
O=C(O)CCC1(C(=O)O)OCCc2ccccc21 (stereo unspecified),-6.0
COC(=O)c1sccc1NC(=O)Cn1cnc2c1c(=O)n(C)c(=O)n2C,-13.1
CCN(CC)S(=O)(=O)c1ccc(NC2CCCc3ccccc32)nc1 (stereo unspecified),-2.2
O=C(CNC1CCCCCC1)Nc1ccc(S(=O)(=O)NC2CC2)cc1,6.8
CCC(C)[C@H](NC(=O)Nc1ccc(C(C)=O)cc1)C(=O)OC (stereo partly specified),-20.1
O=C(CCCCCn1c(=S)[nH]c2cc3c(cc2c1=O)OCO3)N1CCN(Cc2ccccc2)CC1,3.9
Nc1nc2c3ccccc3nc(Cc3ccccc3)n2n1,-14.6
Cc1occc1-c1nc(-c2ccncc2)no1,8.7
O=C(C1CCN(S(=O)(=O)Cc2ccccc2)CC1)N1CCN(c2ncccn2)CC1,-1.2
N#Cc1nc(-c2cccc3ccccc23)oc1NCCN1CCOCC1,-10.5
CCOCC(=O)Nc1ccc(S(=O)(=O)Nc2ncccn2)cc1,-15.7

# Other compounds:
SMILES,E coli WT inh
COc1ccc(NC2C=CS(=O)(=O)C2)c(OC)c1 (stereo unspecified),-20.9
Cc1ccc(NC(=O)COS(=O)c2ccc(C)cc2)cc1 (stereo unspecified),-3.5
COc1cccc2cc(C(=O)N3CCc4ccccc43)c(=O)oc12,-9.4
CC1N/C(=C\C(=O)c2ccccc2)N(O)C1(C)C (stereo unspecified),-18.3
c1ccc(CCn2nnnc2C(c2cccs2)N2CCOCC2)cc1 (stereo unspecified),-1.9
N#Cc1c(SCC(=O)N2CCOCC2)nsc1SCC(=O)N1CCOCC1,10.0
N/C(=N\S(=O)(=O)c1cccs1)c1ccccc1,-20.2
c1ccc2nc3c(nc2c1)[nH]c1ccccc13,3.8
O=C(O)c1ccc(-c2ccc(O)c(F)c2)cc1,-0.1
CN1CCN(/C=N/c2c(C#N)cnn2-c2ccccc2)CC1,-16.9
Cc1nn(Cc2ccccc2)c(C)c1NC(=O)CSc1nnc(-c2cc(Cl)ccc2O)n1C,2.5
c1ccc2c(c1)ncn2CCC1CCCCC1,-15.4
CCn1nc(C)c(NC(=O)c2cc(Br)ccc2Cl)c1C,7.8
Cc1nc2ccc(NC(=O)N3CCSCC3)cc2s1,-1.7
CCCCc1nc(NCCN2CCOCC2)c(C#N)c2c1COC(C)(C)C2,7.0
Nc1nc(-c2cccc(NS(=O)(=O)c3ccccc3)c2)cs1,7.1
CC1CCCCC1NC(=O)Cn1ncc2ccccc21 (stereo unspecified),-4.7
O=C(CSc1nnc(COc2ccc(Cl)cc2)o1)N1CCN(c2ccccc2)CC1,-1.6
Cc1cc(Br)ccc1OCc1nc(-c2cccnc2)no1,-9.0
CCCc1nnc(NC(=O)Cn2c(=O)oc3ccccc32)s1,-15.4
O=C(OCc1nnc(-c2ccccc2)o1)c1ccc2ccccc2n1,4.6
Cc1cccc(NC(=O)c2cc(NC(=O)C3CC=CCC3C(=O)O)ccc2N2CCOCC2)c1 (stereo unspecified),-21.2
CCCCC(=O)Nc1ccc(C(N)=O)cc1,-0.1
COCCCNC(=O)c1ccccc1NS(=O)(=O)c1ccc(C)cc1,-2.6
CC1CC(C(F)(F)F)n2ncc(C(=O)O)c2N1 (stereo unspecified),-12.7

# Remaining list, next part
SMILES,E coli WT inh
CCCOc1ccc([C@@H]2C3CN(C(=O)OCC)CC=C3C(C#N)=C(N)C2(C#N)C#N)cc1OC (stereo partly specified),0.9
Cc1ccc(SCc2nc(-c3ccccc3)no2)cc1,-0.9
COC(=O)c1ccc(Oc2nc3c(c(=O)n(C)c(=O)n3C)n2CCC(C)C)cc1,-27.6
Cc1c(C(=O)Nc2nnc(C(F)(F)F)s2)oc2ccccc12,0.5
COc1ccc(OC)c(C2C(C(=O)c3cccs3)=C(O)C(=O)N2CCN(C)C)c1 (stereo unspecified),-16.9
CC(C)COc1cccc(C(=O)Nc2ccc(S(=O)(=O)N3CCOCC3)cc2)c1,0.4
CC(C)[C@H](NC(=O)NC1CCCC1)C(=O)O,15.7
CCOc1cc(C(=O)N2CCN(c3ccc(C(C)=O)cc3)CC2)cc(OCC)c1OCC,-22.9
Cc1nnc(SCC(=O)N2CCC(C(N)=O)CC2)s1,15.8
O=C(COC(=O)CCOc1ccccc1)Nc1ccc(Cl)cn1,8.0
O=C(c1ccccc1NS(=O)(=O)c1ccc(Br)s1)N1CCCC1,-21.1
CN=C1SC(CC(=O)Nc2cc(Cl)ccc2Cl)C(=O)N1C (stereo unspecified),-26.2
CSc1ccccc1NS(=O)(=O)c1ccc2c(c1)OCCO2,-11.4
Cc1ccc2c(c1)N(CC(=O)N1CCCCC1c1cccnc1)C(=O)CO2 (stereo unspecified),-5.2
CCC(=O)n1nc(NCc2ccccc2OC)nc1NCc1ccccc1OC,-19.4
COc1ccc(NC(=O)c2ccco2)cc1NC(=O)c1c(F)c(F)c(OC)c(F)c1F,-23.8
Cc1cc2c(c(=O)o1)C(Cc1ccccc1)C(C#N)=C(N)O2 (stereo unspecified),-1.9
Cc1ccc(OCCSc2nnc(NC(=O)c3ccco3)s2)cc1,-4.0
CCn1c(Cn2nnc(-c3ccccc3)n2)nnc1SCc1ccc(Cl)c(Cl)c1,-17.9
CCOC(=O)C1=C(C)Nc2ncnn2C1c1ccc2c(c1)OCO2 (stereo unspecified),-20.9
CCCCn1nnc(NC(=O)CC23CC4CC(CC(C4)C2)C3)n1,-13.9
CCCCC(=O)Nc1ccc(NC(=O)c2ccc3c(c2)OCO3)cc1OC,4.7
NC(=O)NC(=O)CSc1cccc(C(F)(F)F)c1,-1.3
Cc1nnc(-n2cnc3ccccc32)c2ccccc12,-13.9
COc1cccc(N(C(C)=O)c2nc(C)cc(C)c2C#N)c1,-1.2
CCc1ccc(CCC(=O)Nc2ccc(C)c(C)c2)o1,-3.6
CC(C)(C)C(=O)Nc1ncc(C(F)(F)F)cc1Cl,-8.3
C/C=C(\C)c1nnc(NC(=O)OCC)s1,2.8
COc1ccc(N2CCN(C(=O)c3c(-c4ccccc4)noc3C)CC2)cc1,9.9

# Screens as filed in PubChem.

# The list is partial; the hit share may differ from the screen's.
